AddAB inh: less growth of phage-infected E. coli with AddAB | E. coli expressing H. pylori AddAB, absorbance growth | inhibition, % at 11.9 µM | actives 0.29% (n = 330,000) | AID 435030; in the data active means inhibition above about 12%;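 further: 0% = vehicle wells of infected cells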
MOR-DOR ag: agonists of human mu-delta opioid receptor heterodimerization; P35372+P41143; cells, OPRM1-OPRD1 heterodimerization, luminescence; activation, % at 9.3 µM; actives 0.3% (n = 340,000); AID 504326; in the data active means activation above about 18%;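 further: 0% = vehicle-treated cells and 100% = reference agonist; values of inactives mirror those of a sister screen read the other way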
Target sequence (P35372 whole entry, looked up): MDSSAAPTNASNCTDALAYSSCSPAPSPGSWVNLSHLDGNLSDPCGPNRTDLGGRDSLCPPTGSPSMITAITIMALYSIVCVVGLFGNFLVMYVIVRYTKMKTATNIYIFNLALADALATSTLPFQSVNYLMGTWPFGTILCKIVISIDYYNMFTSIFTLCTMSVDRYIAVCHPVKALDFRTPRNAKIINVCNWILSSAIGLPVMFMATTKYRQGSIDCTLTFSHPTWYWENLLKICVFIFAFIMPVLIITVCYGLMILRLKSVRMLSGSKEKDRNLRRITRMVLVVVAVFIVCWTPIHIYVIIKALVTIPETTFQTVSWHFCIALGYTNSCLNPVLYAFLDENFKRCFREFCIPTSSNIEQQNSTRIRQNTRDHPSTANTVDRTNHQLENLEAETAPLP
Target sequence (P41143 whole entry, looked up): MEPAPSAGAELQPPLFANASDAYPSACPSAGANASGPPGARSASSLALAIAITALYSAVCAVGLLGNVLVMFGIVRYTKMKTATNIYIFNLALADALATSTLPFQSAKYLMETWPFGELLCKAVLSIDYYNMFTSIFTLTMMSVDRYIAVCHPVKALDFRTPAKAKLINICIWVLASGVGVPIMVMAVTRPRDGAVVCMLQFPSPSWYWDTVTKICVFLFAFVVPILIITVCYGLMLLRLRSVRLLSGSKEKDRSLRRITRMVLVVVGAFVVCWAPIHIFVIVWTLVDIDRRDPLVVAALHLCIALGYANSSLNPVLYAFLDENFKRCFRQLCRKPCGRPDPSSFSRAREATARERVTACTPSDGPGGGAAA
HTR5A inv ag: HTR5A inverse agonism, opioid heterodimer counter-screen | P47898 | HTR5A cell line, luminescence | inhibition, % at 9.3 µM | actives 0.083% (n = 340,000) | AID 504634; in the data active means inhibition mostly above about 23%, no sharp cut-off; inactive means mostly below about 18%;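 further: 0% = cells with DMSO and 100% = no-cell wells with DMSO; some compounds called inactive have numbers as strong as hits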
PKA-R1A activ: activators of PKA-R1A complex. P00514+P68181. PKA-R1A dissociation, Cy5-IP20 fluorescence polarization; scaled: DMSO 0%, 113 µM cGMP 100%. activation, % at 11.4 µM. actives 0.083% (n = 340,000);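 active means percent activation above the mean of all tested compounds plus 3 SD, cut at about 19% in these data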;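 further: higher means more PKAc released from R1A so a rise in polarization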
phage Ecoli inh: E. coli growth loss with phage present; growth absorbance; actives 0.26% (n = 360,000); inhibition, % at 11.9 µM; in the data active means inhibition above about 11%
SUMO Mot1 rescue: inhibitors of SUMOylation pathway: yeast Mot1-301 growth rescue. S. cerevisiae Mot1-301 growth rescue, ATP luminescence, 38.5C; percent above DMSO median, 100 means doubled. growth rescue, % at 18.8 µM. actives 1% (n = 320,000). AID 2716;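 active means every valid replicate shows activation above 250% relative to neutral control wells; inactive means the rest, any valid replicate at or below 250%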;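 further: OY570 slx delta 5 strain wells were the positive control but not used for scaling; some compounds called inactive have numbers as strong as hits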
Pemphigus Ab inh: inhibitors of pemphigus antibody binding to human desmoglein-3; DSG3-coupled beads, scFv-anti-DSG3-GFP binding, flow cytometry; stronger effect = lower value; binding (percent of control), % at 10 µM; actives 0.48% (n = 310,000); AID 588358;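 active means binding more than 3 SD below its plate's average and above zero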;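 further: hits lower antibody fragment binding to DSG3; some compounds called inactive have numbers as strong as hits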
HTR5A ag ctr: counter-screen for OPRM1-OPRD1 agonists: human HTR5A agonism | P47898 | HTR5A agonist assay, luminescence, cell-based | activation, % at 9.3 µM | actives 0.61% (n = 340,000); in the data active means activation mostly above about 9.5%, no sharp cut-off; inactive means mostly below about 7.6%;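 further: 0% = cells with vehicle only and 100% = reference agonist; strong numbers were not always called active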
PfHsp90 set2: growth inhibition of yeast expressing Plasmodium Hsp90; AID 504621; inhibition, % at 9.4 µM; actives 0.32% (n = 310,000); S. cerevisiae expressing PfHsp90, BacTiter-Glo ATP, 48 h; yeast lacking PDR1 and PDR3 efflux regulators;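 active means every replicate shows inhibition above about 80%, whatever the replicate mean, limit read from the data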;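 further: 0% = DMSO neutral controls and 100% = 20 µM radicicol positive controls; yeast relying on Plasmodium falciparum Hsp90 in place of its own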
OPRM1-OPRD1 inv: inverse agonist of human OPRM1-OPRD1 heterodimerization. P35372+P41143. cell-based MOR-DOR heterodimer luminescence, inverse agonism. inhibition, % at 9.3 µM. actives 0.21% (n = 340,000). AID 504357; in the data active means inhibition above about 22%, passing the limit was not always enough;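 further: 0% = cells with DMSO and 100% = wells without cells with DMSO; values of inactives mirror those of a sister screen read the other way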
Ecoli viability: reduces bacterial viability in AddAB counter-screen; E. coli V3065 growth, OD600 absorbance, 18 h; inhibition, % at 11.9 µM; actives 0.27% (n = 330,000); AID 449728;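 active means inhibition above the campaign's mean inhibition across all tested compounds plus 3 SD, cut at about 9.9% in these data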;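 further: uninfected addAB+ strain grown without phage in ampicillin broth; 0% = DMSO wells and 100% = ciprofloxacin 0.95 µg/ml wells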
The depositor's hits bear a star; x = no result given.

Values run as follows: AddAB inh | MOR-DOR ag | HTR5A inv ag | PKA-R1A activ | phage Ecoli inh | SUMO Mot1 rescue | Pemphigus Ab inh | HTR5A ag ctr | PfHsp90 set2 | OPRM1-OPRD1 inv | Ecoli viability
COc1ccc(OC)c(NC(=O)COC(=O)/C=C/c2c(C)nn(C3CCS(=O)(=O)C3)c2Cl)c1 (stereo not given)
 : 1.1 | -1.8 | -10.1 | -7.3 | 0.5 | 13.9 | x | 7.3 | 7.6 | 7.5 | 0.4
O=S(=O)(Nc1cccc(-n2cnnn2)c1)c1cc(Cl)ccc1Cl
 : 4.7 | -3.2 | 7.7 | 0.4 | 0.3 | 8.5 | x | 3.0 | 3.8 | 16.6 | -0.2
CC(C)NC(=O)COC(=O)c1ccc(S(=O)(=O)N2CCCC2)cc1
 : 1.7 | -1.5 | -1.0 | 1.8 | 4.4 | -6.1 | 100.7 | 1.7 | -25.9 | 7.3 | 1.1
C[C@H]1[C@H](C)CC[C@]2(C)CC[C@]3(C)C(=CC(=O)C4[C@@]5(C)CC[C@H](O)C(C)(C)C5CC[C@]43C)[C@H]12 (stereo not given in full)
 : 0.3 | -0.4 | -17.6 | 7.7 | 4.8 | 8.2 | 99.5 | 2.4 | 9.6 | 2.3 | 1.4
CCN(C(=O)CSc1nc(-c2cccs2)nc2ccccc12)C1CCS(=O)(=O)C1 (stereo not given)
 : -1.6 | -3.9 | 14.1 | 1.9 | 3.2 | 9.5 | 109.0 | -5.7 | 35.2 | 16.2 | 0.3
CC(C)Oc1nc(-c2ccccc2O)nc2ccccc12
 : 1.5 | 1.3 | -3.4 | -13.2 | -0.4 | 11.9 | 94.1 | 2.0 | x | -6.6 | -0.8
COc1ccc(OC)c(C(=O)c2ccc([N+](=O)[O-])cc2)c1
 : x | 7.8 | 2.9 | 0.3 | 4.6 | x | 111.5 | -0.7 | -7.0 | -37.7 | x
Cc1nc2sccc2c(=O)n1-c1cccc(Cl)c1
 : 0.7 | -1.6 | -20.6 | 6.2 | 1.6 | -9.8 | 103.0 | 2.0 | -15.7 | 8.6 | 1.8
COc1ccc(NC2=CC(c3cccc(OC)c3)N(c3ccc(OC)cc3)C2=O)cc1 (stereo not given)
 : 4.0 | -1.5 | -12.8 | -0.2 | 2.5 | -1.7 | 98.8 | 0.6 | -0.4 | 7.8 | -0.5
COc1ccc2cc3c(N)nn(C(=O)c4ccc(F)cc4)c3nc2c1
 : 0.4 | 1.1 | -24.3 | -6.2 | 0.8 | 14.3 | 61.8* | 4.7 | 8.1 | -5.5 | 0.0
FC(F)Oc1ccc(/C=N/c2c(-c3ccc(OC(F)F)cc3)nc3n2CCS3)cc1
 : 3.2 | 0.3 | -7.2 | -8.0 | 0.5 | 8.1 | x | -2.4 | -0.3 | -1.9 | -0.1
O=C(c1cccc([N+](=O)[O-])c1)N1CC2C3C=CC(C3)C2C1 (stereo not given)
 : 1.0 | -3.0 | -7.5 | 9.6 | 2.5 | -7.6 | 102.5 | 0.9 | -16.1 | 14.9 | -2.0
Cc1cccc(C(=O)OCc2cc(=O)oc3c(C)c(C)ccc23)c1O
 : 3.2 | -1.4 | 5.7 | -10.3 | x | 7.8 | 100.5 | -1.2 | -18.1 | 7.4 | 0.4
COc1ccc(N2CCOCC2)c(NC(=O)COc2cccc(C)c2)c1
 : -0.1 | 3.0 | 9.6 | -6.1 | 0.0 | -5.0 | 110.5 | 1.2 | 12.0 | -16.3 | 0.3
CCCCNS(=O)(=O)CCNCc1ccccc1OC
 : 0.2 | -0.6 | -1.8 | -1.6 | 2.7 | x | 86.4 | 0.5 | -8.5 | 3.5 | 1.1
O=C1CCCC(O)=C1N=Nc1cccc(C(=O)O)c1
 : 1.2 | -1.9 | -1.5 | 5.3 | 5.4 | -14.3 | 106.4 | 0.6 | 15.0 | 9.4 | -1.8
Cc1ccc(C(=O)NCCn2ccc3ccccc32)cc1[N+](=O)[O-]
 : 2.2 | 0.0 | 12.9 | 2.4 | 3.9 | -8.1 | 95.0 | -0.5 | 16.0 | 0.1 | 2.8
CCOC(=O)c1c(NC(=O)C2CCCO2)sc(C(=O)OC(C)(C)C)c1C (stereo not given)
 : 2.9 | 0.4 | 23.4 | 1.3 | 1.8 | -13.1 | 103.6 | -3.3 | -12.7 | -2.3 | 2.5
O=S(=O)(c1ccccc1)c1nc(-c2cccs2)oc1NCCCn1ccnc1
 : 2.3 | -3.0 | 1.2 | -8.4 | -0.1 | 0.2 | 111.3 | 3.9 | -12.2 | 12.8 | -0.8
COc1cc(/C=N/NC(=O)CC#N)cc(Br)c1O
 : 2.6 | -3.2 | -0.2 | -1.8 | 7.4 | 443.4 | 102.2 | 0.1 | 4.3 | 16.3 | -0.6

Next structures follow:
Values run as follows: AddAB inh | MOR-DOR ag | HTR5A inv ag | PKA-R1A activ | phage Ecoli inh | SUMO Mot1 rescue | Pemphigus Ab inh | HTR5A ag ctr | PfHsp90 set2 | OPRM1-OPRD1 inv | Ecoli viability
COc1ccc(OC)c(N(CC(=O)Nc2ccccc2C(=O)NCc2ccco2)S(C)(=O)=O)c1
 : -1.6 | -3.3 | -2.9 | -11.1 | 3.4 | 5.9 | 115.2 | 0.9 | 14.7 | 17.5 | -0.6
COc1ccc(CCNc2c([N+](=O)[O-])c(=O)oc3ccccc23)cc1OC
 : -0.5 | -2.4 | 8.7 | 9.7 | 2.7 | 12.2 | 100.0 | -3.4 | 7.1 | 11.6 | 1.3
Fc1ccc(-c2cnc[nH]2)cc1
 : 2.6 | -4.0 | -5.8 | -6.5 | 3.0 | 4.8 | 113.7 | 0.0 | 12.6 | 16.5 | -0.2
Cc1ccc(S(=O)(=O)N(C)C)cc1NC(=O)C(C)OC(=O)c1cc[n+]([O-])cc1 (stereo not given)
 : 0.7 | -1.9 | -9.0 | -10.8 | 4.5 | -5.3 | 100.7 | 3.6 | -8.6 | 7.2 | -1.3
COc1ccccc1NC(=O)CN(c1ccccc1)S(=O)(=O)c1ccccc1
 : 0.9 | -0.1 | 16.0 | 5.3 | 0.5 | -17.4 | 107.6 | -0.3 | -9.0 | 0.4 | -1.8
Cc1cc(C)nc(/N=C2\NC(=O)CC(C(=O)O)N2c2ccc(Cl)cc2)n1 (stereo not given)
 : 1.2 | -0.2 | -17.1 | -10.6 | 3.6 | 1.0 | 99.7 | 6.6 | 10.2 | 1.3 | -0.5
COc1ccc(-c2ncccc2O)cc1
 : 3.0 | -1.4 | -7.2 | 7.9 | 2.0 | -11.9 | 103.4 | 0.3 | 13.4 | 8.1 | 2.0
Cc1cc(OCC(=O)N2CCC(C(=O)O)CC2)c2c(C)cc(=O)oc2c1
 : 4.7 | -2.1 | -21.6 | -9.3 | -0.4 | -28.2 | 111.2 | 4.5 | 3.5 | 11.5 | 1.5
Cc1cc(C(=O)CSc2n[nH]c(N)n2)c(C)n1-c1cccc(F)c1
 : 1.7 | 1.3 | 6.7 | 1.9 | 3.1 | -1.2 | 93.7 | -2.9 | x | -7.8 | 0.1
CC1(NC(=S)Nc2ccc(NC(=S)NC3(C)CCS(=O)(=O)C3)cc2)CCS(=O)(=O)C1 (stereo not given)
 : 0.1 | x | x | x | 0.1 | -7.0 | 109.4 | x | x | x | -1.3
COC(=O)/C(C#N)=C\c1c(OC)[nH]c2ccccc12
 : 3.2 | -3.4 | 12.2 | 9.7 | 3.6 | -7.0 | 105.9 | 0.7 | -1.3 | 17.2 | 0.3
CC(=O)NC(c1ccc2ccccc2c1)c1ccc2cccnc2c1O (stereo not given)
 : 29.5* | 3.1 | 5.0 | 3.5 | 24.4* | -6.2 | 99.5 | -1.3 | 108.2* | -15.0 | 27.0*
Cc1cc(OCCCCNC(C)C)cc(C(C)C)c1
 : 1.4 | -0.6 | -20.0 | -5.0 | 1.8 | 59.5 | 98.7 | 1.5 | 3.3 | 3.3 | -3.0
Cc1ccccc1NC(=O)c1ccc(CN2CCc3ccccc3C2)cc1
 : 4.7 | 0.2 | -31.7 | -6.8 | 5.9 | -24.5 | 103.5 | 7.2 | 9.7 | -1.3 | 3.2
COc1ccc(CNS(=O)(=O)NCc2ccc(C)cc2)cc1OC
 : 0.5 | 0.5 | -1.7 | 0.7 | 4.0 | 7.0 | 92.6 | 0.6 | 0.9 | -3.6 | -3.2
CCOc1ccc(S(=O)(=O)NCCC(=O)NCC(c2ccco2)N2CCCCC2)cc1 (stereo not given)
 : 0.1 | -2.0 | 18.1 | 6.2 | 0.6 | 0.3 | 93.5 | -7.3 | 15.0 | 8.4 | -2.2
O=C(NCc1ccncc1)C(=O)NCc1ccncc1
 : 0.9 | -1.6 | -3.1 | -17.8 | 2.6 | x | 105.8 | 1.1 | 8.4 | 7.9 | 0.4
O=C(O)c1cc(C(=O)O)cc(N2C(=O)CSC2=S)c1
 : 1.4 | -1.6 | 6.6 | -0.4 | 1.9 | 137.6 | 105.0 | 0.9 | -13.5 | 8.1 | -2.5
COC(=O)/C=c1/sc2n(c1=O)CCN=2
 : -1.1 | -1.5 | -28.5 | -11.0 | -1.1 | x | 105.4 | 1.2 | -5.5 | 8.3 | -3.0
O=C(Cc1cnn(-c2ccccc2)c1)c1ccc(O)c(O)c1O
 : 12.0 | 2.7 | 11.3 | 1.8 | 11.3* | -13.9 | 97.9 | 0.5 | 2.7 | -13.4 | 8.1

More structures follow:
Values run as follows: AddAB inh | MOR-DOR ag | HTR5A inv ag | PKA-R1A activ | phage Ecoli inh | SUMO Mot1 rescue | Pemphigus Ab inh | HTR5A ag ctr | PfHsp90 set2 | OPRM1-OPRD1 inv | Ecoli viability
CC(NO)/C(=N\O)c1cccs1 (stereo not given)
 : 0.3 | -1.9 | 9.1 | -7.6 | -0.2 | -0.8 | 99.1 | -1.7 | -23.7 | 10.9 | -2.2
O=C(Cn1c(NCCO)nc2ccccc21)NCC(F)(F)F
 : 0.8 | x | x | -6.3 | 1.3 | 343.4 | 88.0 | x | 3.9 | x | 2.4
CC1=C(C(=O)Nc2ccccc2C(=O)N2CCC(C)CC2)SCCO1
 : -0.1 | -1.1 | -10.5 | -6.3 | 1.1 | -8.3 | 95.8 | 2.6 | 14.6 | 5.7 | -0.3
O=C(CN1C(=O)NC2(CCCC2)C1=O)OCCOc1cccc(Cl)c1
 : -0.5 | -2.6 | 0.9 | 6.3 | 2.8 | -3.0 | 91.1 | 0.9 | -4.4 | 12.9 | 0.9
COc1ccc(C2Nc3ccccc3C(=O)N2c2ccc(C)cc2)cc1COc1ccccn1 (stereo not given)
 : 1.6 | -1.9 | 9.0 | -4.6 | 2.4 | -20.2 | 99.6 | -3.4 | 15.5 | 11.7 | 0.9
O=C(Nc1ccc(Cl)c(S(=O)(=O)N2CCOCC2)c1)c1cccs1
 : -0.3 | -0.4 | -4.1 | -2.5 | -1.6 | -0.3 | 100.1 | 1.1 | -0.6 | 2.2 | -1.2
COc1cccc(NC(=O)c2cc3ccccc3o/c2=N\O)c1
 : 1.8 | 3.4 | 1.8 | -3.9 | 0.1 | -10.3 | 93.0 | -0.5 | 8.9 | -16.3 | 2.3
CC(C(=O)Nc1ccc(O)c(C(=O)O)c1)N1C(=O)/C(=C/c2cccs2)SC1=S (stereo not given)
 : -0.9 | -0.6 | -7.3 | -0.8 | -1.3 | 20.5 | 105.9 | 2.3 | -7.7 | 3.0 | 0.9
